EPAC1 agonist: agonists of human EPAC1. EPAC1 agonist qHTS, biochemical assay; response scale: 100% = response to 6.5 mM cAMP. Potency, µM (top dose mostly 154 µM), without a hit: at the top dose activation, hits mostly activators. actives 0.073% (n = 360,000). AID 720707; note: potency is the fitted concentration of half-maximal effect; nearly all actives have a fitted effect of over 60% in size
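Compounds were pinned as a concentration titration into mixtures of EPAC1 (100 nM), BODIPY-GDP-loaded Rap1B (250 nM) and GDP (50 uM). After 5 min at room temperature, fluorescence was followed for 30 min; activity was scaled to 6.5 mM cAMP.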
CCT modulator: changes cytosolic chaperonin activity; purified chaperonin ATPase assay, HTRF ADP detection, 30 min; activity change, % (no concentration beside the values), hits read low; actives 0.3% (n = 360,000); in the data active = activity change below about -30%; note: % is set by controls: 0 for no effect and ±100 for the full control effect
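First, chaperonin was dispensed at 40 nM or 20 nM final depending on batch activity. Next, compounds were pinned at 76 uM and ATP added at 10 uM. After 30 min at 37 °C, ADP detection reagents ran 30 min at ambient temperature.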
PLK1 PBD block: PLK1 (human) polo-box domain binding inhibition. P53350. Plk1 PBD binding of FITC phosphopeptide, fluorescence polarization. Potency, µM, for inactives: max response, negative = inhibition, actives largely listed as inhibitors. actives 2.8% (n = 360,000). AID 720504; note: potency is the fitted concentration of half-maximal effect; series mostly up to about 57 µM; % is set by controls: 0 for no effect and ±100 for the full control effect; nearly all actives have a fitted effect of over 65% in size
EPAC1 antag: antagonists of human EPAC1 | Potency, µM (titrated, usually from 115 µM), without a hit: top-dose activity change, negative = inhibition, most hits filed as inhibitors | EPAC1 GEF assay, Rap1b-BODIPY-GDP exchange fluorescence | O95398 | actives 0.14% (n = 360,000);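 note: potency is the fitted concentration of half-maximal effect; plate controls were vehicle for no effect and positive control for full effect; nearly all actives have a fitted effect of over 50% in size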
EPAC2 agonist: EPAC2 (human) agonism; EPAC2 activation, biochemical qHTS; response scale: 100% = 6.5 mM cAMP response; Potency, µM (titrated, usually from 154 µM), inactives show at the highest dose activation, usual class: activators; actives 0.079% (n = 360,000); note: potency is the fitted concentration of half-maximal effect; nearly all actives have a fitted effect of over 50% in size
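Each well held 100 nM EPAC2, 250 nM RAP1B-BODIPY-GDP and 50 uM GDP. Fluorescence, read at 5-min intervals to 30 min, was referenced to a 6.5 mM cAMP positive control.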
WRN helicase inh: WRN helicase (human) inhibition; Q14191; WRN helicase unwinding, fluorescent forked duplex, kinetic; Potency, µM (doses to about 114 µM), inactives show top-dose activity change, negative = inhibition, usual class: inhibitors; actives 0.46% (n = 360,000); AID 651768; note: potency is the fitted concentration of half-maximal effect; % is set by controls: 0 for no effect and ±100 for the full control effect; nearly all actives have a fitted effect of over 55% in size
Target sequence (Q14191 whole entry, looked up): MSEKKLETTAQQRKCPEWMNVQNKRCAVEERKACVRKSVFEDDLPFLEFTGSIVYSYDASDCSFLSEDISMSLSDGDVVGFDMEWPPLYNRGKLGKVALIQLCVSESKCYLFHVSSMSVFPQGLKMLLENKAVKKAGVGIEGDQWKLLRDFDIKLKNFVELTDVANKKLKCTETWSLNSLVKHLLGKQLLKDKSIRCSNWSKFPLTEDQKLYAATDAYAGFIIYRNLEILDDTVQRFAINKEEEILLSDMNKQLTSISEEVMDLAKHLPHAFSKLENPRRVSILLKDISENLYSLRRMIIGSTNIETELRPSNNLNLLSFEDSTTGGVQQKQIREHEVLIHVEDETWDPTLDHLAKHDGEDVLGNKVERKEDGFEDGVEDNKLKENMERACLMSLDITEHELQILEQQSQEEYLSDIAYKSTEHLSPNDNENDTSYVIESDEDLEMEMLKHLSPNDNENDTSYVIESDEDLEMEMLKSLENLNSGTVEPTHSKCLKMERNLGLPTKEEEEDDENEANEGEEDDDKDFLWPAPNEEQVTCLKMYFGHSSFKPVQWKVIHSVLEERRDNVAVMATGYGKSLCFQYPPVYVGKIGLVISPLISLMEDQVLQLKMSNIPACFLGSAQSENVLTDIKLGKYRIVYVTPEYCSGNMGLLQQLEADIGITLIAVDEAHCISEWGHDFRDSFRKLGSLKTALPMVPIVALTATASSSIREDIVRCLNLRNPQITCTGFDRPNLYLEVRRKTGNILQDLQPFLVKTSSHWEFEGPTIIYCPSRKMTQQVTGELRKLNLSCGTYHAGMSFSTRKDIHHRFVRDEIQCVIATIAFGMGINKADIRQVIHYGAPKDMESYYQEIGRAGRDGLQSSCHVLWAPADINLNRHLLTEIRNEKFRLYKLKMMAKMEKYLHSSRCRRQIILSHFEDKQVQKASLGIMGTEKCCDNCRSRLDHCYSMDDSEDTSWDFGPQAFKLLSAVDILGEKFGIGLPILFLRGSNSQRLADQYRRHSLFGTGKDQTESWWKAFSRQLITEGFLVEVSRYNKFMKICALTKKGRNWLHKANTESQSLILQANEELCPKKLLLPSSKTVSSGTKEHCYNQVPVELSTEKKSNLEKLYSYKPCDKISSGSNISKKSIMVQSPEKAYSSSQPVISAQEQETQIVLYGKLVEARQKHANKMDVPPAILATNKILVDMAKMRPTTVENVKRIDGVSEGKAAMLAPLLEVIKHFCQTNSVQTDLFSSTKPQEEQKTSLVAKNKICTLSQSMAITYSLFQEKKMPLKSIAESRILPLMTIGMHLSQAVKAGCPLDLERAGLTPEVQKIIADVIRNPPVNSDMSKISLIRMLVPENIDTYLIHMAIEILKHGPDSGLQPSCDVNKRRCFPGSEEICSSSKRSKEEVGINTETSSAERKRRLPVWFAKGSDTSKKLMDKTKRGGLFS
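Enzyme (20 nM final) and test compound sit together 15 min at room temperature before substrate addition. Substrate is a single-forked duplex oligonucleotide (100 nM) labelled with fluorophore and quencher, with 2 mM ATP; helicase unwinding raises red fluorescence, read kinetically.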
IL-2 act: activators of IL-2; IL-2 activation reporter assay, cell-based qHTS; stimulated with anti-CD3/CD4/CD28 beads; in transgenic mouse T cells; activation, % (series mostly up to about 46 µM); actives 0.065% (n = 360,000); AID 652025; in the data active = activation above about 50%; inconclusive = mostly about 30% to 49%; note: 0% is about no effect
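Readout is EGFP and DsRed signal by fluorescent plate cytometry after 18 h at 37 degrees C. Transgenic mouse T cells (750/well) received compound for 60 min before bead stimulation (anti-CD3, anti-CD4, anti-CD28); memory T cells served as non-tolerant control.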
PI5P4K alpha inh: inhibitors of human PI5P4K alpha. P48426. PI5P4Kalpha enzyme, ADP-Glo luminescence, 60 min; stronger effect = lower value. max response, %. actives 1.2% (n = 330,000); active = max response of -50% or lower; inconclusive = between -30% and -50%; inactive = -30% or higher; note: value at the top dose of about 77 µM; % is set by controls: 0 for no effect and ±100 for the full control effect
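qHTS, 1536-well: enzyme/substrate mix, compound by pin tool, 5 microM ATP final; RT 60 min; ADP-Glo reagents 1 (45 min) then 2 (30 min); luminescence.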
* hit, by the source's call; [ ] = dose if it differs, or a comment. Unless noted, calls come from the whole dose curve; as a rule, active = well fitted curve in the direction sought with a large enough effect; inconclusive = small, poorly fitted or top-dose-only effect, or another doubt; inactive = no such curve, though single readings can be large; an effect the other way counts as inactive or inconclusive. Only part of the results is shown, so the mix of outcomes need not match the whole.

`CCN(CC(=O)Nc1ccc(NC(C)=O)cc1)C(=O)/C=C/c1cn(-c2ccccc2)nc1-c1cccs1` gave EPAC1 agonist 4.6%, CCT modulator -5.0, PLK1 PBD block 1.5%, EPAC1 antag 9.3%, EPAC2 agonist -1.8%, WRN helicase inh -1.3%, IL-2 act -2.3 and PI5P4K alpha inh -0.5.
`Cc1ccc(C(=O)CN2C(=O)NC3(CCc4ccccc43)C2=O)c(C)c1` (stereo not drawn) gave EPAC1 agonist 8.8%, CCT modulator 0.3, PLK1 PBD block -3.6%, EPAC1 antag -12.8%, EPAC2 agonist 16.6%, WRN helicase inh -25.6%, IL-2 act 0.3 and PI5P4K alpha inh 6.8.
For COc1ccccc1NC(=O)C1(C)Cc2ccccc2C(=O)O1 (stereo not drawn) the results were EPAC1 agonist -18.4%, CCT modulator -0.2, PLK1 PBD block -19.0%, EPAC1 antag 10.8%, EPAC2 agonist 1.4%, WRN helicase inh 4.5%, IL-2 act -1.4 and PI5P4K alpha inh 2.8.
Screening Nc1nonc1NN=C1CCCCC1 returned EPAC1 agonist 20.4%, CCT modulator -4.6, PLK1 PBD block -5.9%, EPAC1 antag 3.8%, EPAC2 agonist 8.8%, WRN helicase inh -4.3%, IL-2 act 0.3 and PI5P4K alpha inh -3.5.
`Cn1cccc1C(=O)NNC(=O)COc1ccc(Br)cc1` gave EPAC1 agonist -8.1%, CCT modulator -1.1, PLK1 PBD block -2.6%, EPAC1 antag 1.9%, EPAC2 agonist -1.9%, WRN helicase inh -1.7%, IL-2 act 0.1 and PI5P4K alpha inh -2.8.
For OCCC1CN(Cc2cccn2-c2ncccn2)CCN1CCc1ccccc1 (stereo not drawn) the results were EPAC1 agonist 7.4%, CCT modulator -3.5, PLK1 PBD block -7.7%, EPAC1 antag 0.7%, EPAC2 agonist 3.0%, WRN helicase inh 0.8%, IL-2 act 0.4 and PI5P4K alpha inh 1.3.
O=C(Nc1nc2cc3c(cc2s1)OCO3)C1CCCCC1 was read as EPAC1 agonist 0.5%, CCT modulator -1.3, PLK1 PBD block -1.6%, EPAC1 antag 5.0%, EPAC2 agonist 2.8%, WRN helicase inh 7.0%, IL-2 act -3.2 and PI5P4K alpha inh -3.0.
Screening COc1ccccc1N(CC1CO1)S(=O)(=O)c1ccc(C)cc1 (stereo not drawn) returned EPAC1 agonist 0.1%, CCT modulator 1.1, PLK1 PBD block -5.8%, EPAC1 antag -13.4%, EPAC2 agonist 6.2%, WRN helicase inh 0.1%, IL-2 act -5.2 and PI5P4K alpha inh -2.5.
Cc1ccc(S(=O)(=O)Oc2ccccc2/C=N/NC(N)=S)cc1 was read as EPAC1 agonist -6.4%, CCT modulator 2.3, PLK1 PBD block -5.5%, EPAC1 antag 21.9%, EPAC2 agonist 7.0%, WRN helicase inh -11.6%[57.1 µM] and IL-2 act -1.0.
For COc1ccc(CCN2C(=O)CSC2=Nc2ccc(C(C)C)cc2)cc1OC the results were EPAC1 agonist 7.4%, CCT modulator -5.4, PLK1 PBD block -8.3%, EPAC1 antag inconclusive, EPAC2 agonist 12.5%, WRN helicase inh -11.1%, IL-2 act -1.2 and PI5P4K alpha inh 0.0.
`CCN1C(=O)CC(c2ccco2)Sc2ccccc21` (stereo not drawn) gave EPAC1 agonist 3.5%, CCT modulator -0.5, PLK1 PBD block -12.8%, EPAC1 antag 4.4%, EPAC2 agonist 4.5%, WRN helicase inh -9.0% and IL-2 act -0.7.
Screening Cc1nn(CC(=O)Nc2ccc3c(c2)OCCO3)c(C)c1[N+](=O)[O-] returned EPAC1 agonist 4.4%, CCT modulator -32.5*, PLK1 PBD block -3.1%, EPAC1 antag 1.9%, EPAC2 agonist -3.1%, WRN helicase inh -20.0%, IL-2 act 0.9 and PI5P4K alpha inh -4.4.
`C[C@H](CO)N1C[C@H](C)[C@H](CN(C)S(=O)(=O)c2ccc3ccccc3c2)OCc2cnnn2CCCC1=O` gave EPAC1 agonist 12.0%, CCT modulator 0.1, PLK1 PBD block -18.3%, EPAC1 antag 2.5%, EPAC2 agonist 6.8%, WRN helicase inh 5.9%, IL-2 act -2.3 and PI5P4K alpha inh -4.8.
Screening CCC1=NN(C(=O)C(=O)NCCc2ccccc2)C(O)(C(F)(F)F)C1 (stereo not drawn) returned EPAC1 agonist -3.1%, CCT modulator 1.0, PLK1 PBD block -2.0%, EPAC1 antag 10.7%, EPAC2 agonist 6.1%, WRN helicase inh 1.7% and IL-2 act -1.9.
Screening Cc1ccc(-n2c(SCC(=O)N/N=C/c3ccc(C)s3)nnc2-c2ccccc2)cc1 returned EPAC1 agonist 0.1%, CCT modulator -1.9, PLK1 PBD block -4.2%, EPAC1 antag -10.1%, EPAC2 agonist 0.5%, WRN helicase inh -7.9%, IL-2 act 0.8 and PI5P4K alpha inh -15.0.

Continued (2 carried over from the part before).
Screening CCC1=NN(C(=O)C(=O)NCCc2ccccc2)C(O)(C(F)(F)F)C1 (stereo not drawn) returned EPAC1 agonist -3.1%, CCT modulator 1.0, PLK1 PBD block -2.0%, EPAC1 antag 10.7%, EPAC2 agonist 6.1%, WRN helicase inh 1.7% and IL-2 act -1.9.
Screening Cc1ccc(-n2c(SCC(=O)N/N=C/c3ccc(C)s3)nnc2-c2ccccc2)cc1 returned EPAC1 agonist 0.1%, CCT modulator -1.9, PLK1 PBD block -4.2%, EPAC1 antag -10.1%, EPAC2 agonist 0.5%, WRN helicase inh -7.9%, IL-2 act 0.8 and PI5P4K alpha inh -15.0.
COC(=O)c1c(C(=O)OC)c(-c2ccc(Br)cc2)n2c1CS(=O)C2 (stereo not drawn) was read as EPAC1 agonist -3.9%, CCT modulator -1.6, PLK1 PBD block -10.9%, EPAC1 antag -16.4%, EPAC2 agonist 3.2%, WRN helicase inh -1.3%[57.1 µM], IL-2 act -0.6 and PI5P4K alpha inh -1.2.
`COc1ccccc1N1CCN(C(=O)c2oc3ccc(Br)cc3c2C)CC1` gave EPAC1 agonist -2.9%, CCT modulator -0.9, PLK1 PBD block -4.7%, EPAC1 antag -5.8%, EPAC2 agonist 16.3%, WRN helicase inh -7.6%, IL-2 act -0.4 and PI5P4K alpha inh 5.0.
`CC(C)(C)C(=O)NCCCc1ccccc1` gave EPAC1 agonist 6.4%, CCT modulator -1.6, PLK1 PBD block -3.1%, EPAC1 antag -18.0%, EPAC2 agonist 11.4%, WRN helicase inh 0.1%, IL-2 act -1.1 and PI5P4K alpha inh -1.3.
For Cc1cc(C)cc(N(CC(=O)N2CCn3c2nc2ccccc23)S(=O)(=O)c2c(C)noc2C)c1 the results were EPAC1 agonist 6.1%, CCT modulator -2.1, PLK1 PBD block -2.5%, EPAC1 antag -2.8%, EPAC2 agonist 4.9%, WRN helicase inh -2.7%, IL-2 act -1.6 and PI5P4K alpha inh -1.6.
Screening Nc1c(N(CCC2=CCCCC2)C(=O)COc2ccc(F)cc2Cl)c(=O)[nH]c(=O)n1Cc1ccccc1 returned EPAC1 agonist -1.6%, CCT modulator 0.1, PLK1 PBD block -0.7%, EPAC1 antag -17.1%, EPAC2 agonist -4.0%, WRN helicase inh -8.6%, IL-2 act -1.1 and PI5P4K alpha inh -11.7.
COc1ccc(C(=O)C/C(=C\C(=O)c2ccc(C)cc2)c2ccccc2)cc1 was read as EPAC1 agonist 5.5%, CCT modulator 1.8, PLK1 PBD block -0.2%, EPAC1 antag 1.3%, EPAC2 agonist 15.7%, WRN helicase inh 3.1% and IL-2 act -3.1.
O=C(/C=C/c1ccc([N+](=O)[O-])cc1)Nc1cccnc1 was read as EPAC1 agonist -1.9%, CCT modulator 2.0, PLK1 PBD block -17.9%, EPAC1 antag 6.0%, EPAC2 agonist 12.0%, WRN helicase inh -11.1%, IL-2 act -1.6 and PI5P4K alpha inh -1.7.
`O=[N+]([O-])c1ccc(Cl)c(/C=N/n2c(C3CCCCC3)n[nH]c2=S)c1` gave EPAC1 agonist 3.0%, CCT modulator -0.8, PLK1 PBD block -27.9%, EPAC1 antag 10.4%, EPAC2 agonist 4.4%, WRN helicase inh 12.2%, IL-2 act 1.7 and PI5P4K alpha inh -0.7.
`Cc1cc(C[n+]2ccccc2)c2nsnc2c1` gave EPAC1 agonist 1.5%, CCT modulator 1.3, PLK1 PBD block -7.8%, EPAC1 antag 2.9%, EPAC2 agonist 7.2%, WRN helicase inh 0.0% and IL-2 act -1.2.
Screening O=C(CCCCCNC(=O)c1ccccc1Br)N=Nc1c(O)[nH]c2ccccc12 returned EPAC1 agonist -14.6%, CCT modulator 1.8, PLK1 PBD block -7.7%, EPAC1 antag -15.7%, EPAC2 agonist 4.3%, WRN helicase inh -18.4%[57.1 µM], IL-2 act -0.4 and PI5P4K alpha inh -7.4.
Screening CCCNC(=O)c1cc(C2CCCCN2S(=O)(=O)c2cccc3cccnc23)on1 (stereo not drawn) returned EPAC1 agonist 11.9%, CCT modulator 0.6, PLK1 PBD block -4.4%, EPAC1 antag 0.8%, EPAC2 agonist 10.5%, WRN helicase inh 0.4%, IL-2 act -0.4 and PI5P4K alpha inh 0.0.
`CCOC(=O)C1CCN(C(=O)/C(=C/c2ccccc2)NC(=O)c2ccccc2)CC1` gave EPAC1 agonist -3.2%, CCT modulator -1.2, PLK1 PBD block -15.9%, EPAC1 antag 2.6%, EPAC2 agonist 10.2%, WRN helicase inh 3.9%, IL-2 act -0.2 and PI5P4K alpha inh -3.3.
`O=[N+]([O-])c1cnc2nc(-c3ccncc3)nn2c1O` gave EPAC1 agonist 3.3%, CCT modulator 1.7, PLK1 PBD block -6.9%, EPAC1 antag -5.8%, EPAC2 agonist 1.8%, WRN helicase inh -10.4%, IL-2 act -0.4 and PI5P4K alpha inh inconclusive.
CC(=O)c1ccc(OCCCC(=O)NC2CCCCC2C)cc1 (stereo not drawn) was read as EPAC1 agonist 6.5%, CCT modulator 1.0, PLK1 PBD block -13.3%, EPAC1 antag -4.8%, EPAC2 agonist 11.8%, WRN helicase inh -0.8%, IL-2 act -1.6 and PI5P4K alpha inh -0.9.
For CSc1ccccc1C(=O)NC1CCCc2ccccc21 (stereo not drawn) the results were EPAC1 agonist 0.9%, CCT modulator 2.3, PLK1 PBD block -1.1%, EPAC1 antag -34.2%, EPAC2 agonist 4.9%, WRN helicase inh -10.6%, IL-2 act -2.4 and PI5P4K alpha inh 2.3.
